TRPC6 inh = inhibitors of mouse TRPC6 channel | 1.1% of 310,000 active | B-score at 10 µM | HEK293-TRPC6, membrane potential dye, ACh-evoked depolarization; hits give low values | Q61143;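 active = B-score under library mean minus 3 SD, initial fluorescence not abnormally high, positive integrated signal ratio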;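 also: B-score derived from integrated fluorescence ratio over the kinetic read; more negative B-score means stronger inhibition of depolarization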
TMEM16A inh = inhibitors of mouse TMEM16A calcium-activated chloride channel; normalized B-score (activity score, 25-100; higher = stronger inhibition) at 10 µM; AID 588511; Q8BHY3; 1.2% of 310,000 active; HEK293 TMEM16A/YFP iodide influx fluorescence, ionomycin;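 active = ratio plate-corrected score three or more library SD toward inhibition, starting fluorescence score within five deviations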;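 also: score derived from kinetic fluorescence span divided by baseline fluorescence per well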
HDAC3 inhib = blocks human histone deacetylase 3. O15379. inhibition, % at 8.3 µM. 0.15% of 320,000 active. AID 2718. recombinant HDAC3, fluorogenic peptide/trypsin coupled, fluorescence; in the data active = inhibition above about 26%, passing the limit was not always enough
Target sequence (O15379 whole entry, looked up): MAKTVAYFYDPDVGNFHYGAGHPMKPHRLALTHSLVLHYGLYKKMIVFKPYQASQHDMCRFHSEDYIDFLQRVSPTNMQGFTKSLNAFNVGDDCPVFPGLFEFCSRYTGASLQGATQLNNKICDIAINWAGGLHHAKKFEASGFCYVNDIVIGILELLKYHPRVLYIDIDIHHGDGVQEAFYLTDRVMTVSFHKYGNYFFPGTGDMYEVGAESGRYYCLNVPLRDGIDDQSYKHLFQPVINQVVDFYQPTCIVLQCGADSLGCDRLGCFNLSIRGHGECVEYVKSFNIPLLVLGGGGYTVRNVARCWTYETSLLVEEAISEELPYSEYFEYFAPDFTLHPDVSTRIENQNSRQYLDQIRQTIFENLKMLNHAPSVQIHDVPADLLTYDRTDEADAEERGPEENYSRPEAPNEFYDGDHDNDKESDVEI
MrgX1 PAM = human MrgX1 positive allosteric modulation, primary screen. Q96LB2. MrgX1-HEK293, Fluo-4 calcium flux, FDSS; hits give high values. B-score at 10 µM. 0.63% of 310,000 active;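 active = plate-corrected calcium response at least 3 library SD above typical, normal starting fluorescence, not activating the receptor alone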;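 also: compound read alongside a low EC10 to EC30 dose of BAM8-22 agonist; peak minus trough fluorescence over baseline measured at the second addition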
Target sequence (Q96LB2 whole entry, looked up): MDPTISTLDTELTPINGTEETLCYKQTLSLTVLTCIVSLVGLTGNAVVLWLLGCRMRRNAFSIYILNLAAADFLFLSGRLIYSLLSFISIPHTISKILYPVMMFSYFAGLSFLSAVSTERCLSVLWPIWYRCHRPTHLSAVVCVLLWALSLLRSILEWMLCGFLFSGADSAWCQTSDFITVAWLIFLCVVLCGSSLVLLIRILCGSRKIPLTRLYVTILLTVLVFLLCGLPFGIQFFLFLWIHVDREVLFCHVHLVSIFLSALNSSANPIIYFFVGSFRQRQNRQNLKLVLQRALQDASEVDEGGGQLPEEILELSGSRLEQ
TRPC6 act = mouse TRPC6 channel activation; B-score at 10 µM; 0.13% of 310,000 active; HEK293-TRPC6 membrane potential dye fluorescence; hits give high values; Q61143;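 active = B-score of the integrated fluorescence ratio above library mean plus 3 SD, and starting fluorescence ratio within library mean plus 5 SD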;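 also: higher score means more depolarization so channel activation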
TMEM16A act = activates or potentiates the mouse TMEM16A chloride channel | HEK293 TMEM16A/YFP-H148Q/I152L, iodide quench fluorescence; hits give low values | B-score at 10 µM | 0.3% of 340,000 active;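 active = fluorescence-ratio B-score plate-corrected deviation score at least 3 library SD below zero, with starting fluorescence score within 5 deviations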;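 also: channel opened by trigger with iodide after compound preincubation; score built on the fluorescence ratio of max minus min over baseline; more negative score means more quench and so TMEM16A activation or potentiation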
MrgX1 antagonist = human MrgX1 receptor antagonism, primary screen. MRGX1-HEK293 calcium flux, Fluo-4, BAM8-22 antagonism; hits give low values. Q96LB2. B-score at 10 µM. 1.3% of 310,000 active;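 active = calcium-response B-score plate-corrected more than 3 library SD below zero, starting fluorescence within 5 deviations, no agonist response on first addition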;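 also: peak minus trough fluorescence over baseline after final BAM8-22 challenge near maximal dose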
RGS4 pot = potentiators or activators of RGS4. AID 463111. HEK293 M3R/inducible RGS4, carbachol calcium flux Fluo4; hits give low values. B-score at 10 µM. 0.92% of 310,000 active;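 active = B-score of the integrated calcium signal more than 4 SD below the library mean, with starting fluorescence not abnormally high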;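 also: negative B-score means reduced calcium response which marks RGS4 activation or potentiation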
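Detection: kinetic calcium fluorescence imaging with Fluo4-AM dye, 2 µM / Material: HEK293 cells with stable M3R and inducible RGS4 / Schedule: recording 10 s baseline at 1 Hz, 100 s post-agonist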
MrgX1 ag = agonists of human MrgX1 receptor | Q96LB2 | MrgX1-HEK293 cells, Fluo-4 calcium fluorescence, agonist mode; hits give high values | B-score at 10 µM | 0.44% of 310,000 active;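 active = calcium response B-score plate-corrected fluorescence ratio at least 3 library SD, with starting fluorescence B-score inside 5 SD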
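Material – MrgX1-expressing HEK293 cells · Input – 15,000 cells seeded per well · Dosing – compound as first of three additions · Times – overnight seeding, then 1 h dark dye loading · Measured by – kinetic Fluo-4 NW fluorescence of intracellular calcium · Read-out – B-scored fluorescence response ratio · Benchmarks – positive and negative control wells on each plate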
SKKanGAS inh = blocks kanamycin growth of S. pyogenes SKKanGAS strain; 1.3% of 300,000 active; BacTiter-Glo, 6 h; inhibition, % at 7.5 µM;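 active = mean replicate score, as percent of positive control median, at least 50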;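 also: strain carries kanamycin resistance gene driven by streptokinase promoter and grows in 40 µg/ml kanamycin; loss of luminescence reflects streptokinase promoter inhibition or plain growth inhibition; 0% = median of DMSO wells and 100% = positive control at its reference dose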
RGS4 inh = human RGS4 inhibition; HEK293 M3R/RGS4 inducible, Fluo-4 calcium flux; hits give high values; triggered by carbachol at its EC20; B-score at 10 µM; 0.45% of 310,000 active; AID 463165;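 active = B-score, a plate-corrected calcium signal, over three deviations above library mean, with baseline fluorescence within five deviations of library mean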;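 also: RGS4 expression induced by doxycycline in cells with stable M3 receptor; B-score is computed from the integrated fluorescence ratio over baseline after carbachol; higher B-score means a larger calcium signal and so more RGS4 inhibition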
Target sequence (P49798 whole entry, looked up): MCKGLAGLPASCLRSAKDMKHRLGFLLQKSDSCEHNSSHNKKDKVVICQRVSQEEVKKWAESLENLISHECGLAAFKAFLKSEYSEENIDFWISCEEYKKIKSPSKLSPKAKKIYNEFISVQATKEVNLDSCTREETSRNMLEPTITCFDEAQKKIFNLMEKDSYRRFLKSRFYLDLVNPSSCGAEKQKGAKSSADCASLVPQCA
An asterisk follows results filed as active; i = inactive; . = not tested or not shown.

SMILES | TRPC6 inh | TMEM16A inh | HDAC3 inhib | MrgX1 PAM | TRPC6 act | TMEM16A act | MrgX1 antagonist | RGS4 pot | MrgX1 ag | SKKanGAS inh | RGS4 inh
Cc1cc(C)n(CCNCc2c(C(=O)N3C[C@@H](C)O[C@@H](C)C3)nc3ccc(Cl)cn23)n1 | i | i | 0.8 | i | i | i | i | i | i | 1.9 | i
O=c1[nH]n(-c2ccccn2)c(=O)c2ccccc12 | i | i | -2.9 | i | i | i | i | i | i | -5.3 | i
COc1ccccc1CCC(=O)OCC(=O)Nc1cccc(S(=O)(=O)N2CCOCC2)c1 | i | i | -3.4 | i | i | i | i | i | i | -0.3 | i
O=C(O)CCn1c2ccccc2c2nc3ccccc3nc21 | i | i | 2.5 | i | i | i | i | i | i | 3.9 | i
Cc1ccc(S(=O)(=O)Nc2ccncc2)c(C)c1 | i | i | -7.9 | i | i | i | i | i | i | 4.4 | i
Cn1c(SCC(=O)Nc2ccccc2)nc(O)cc1=O | i | i | -1.5 | i | i | i | i | i | i | 32.1 | i
COC(=O)c1c(NC(=O)c2ccco2)sc(C)c1C | i | i | 3.0 | i | i | i | -7.65* | i | i | 2.4 | i
CCOC(=O)c1cnc2ccccc2c1NCCO | -5.64* | i | 3.7 | i | i | i | i | i | i | -0.7 | i
CN(C)S(=O)(=O)c1cccc(NC(=S)N2CCc3ccccc32)c1 | i | i | 7.2 | i | i | i | i | i | i | -8.7 | i
N#Cc1ccc(CSc2nnc3[nH]c(=O)cc(N)n23)cc1 | i | i | 13.5 | i | i | i | i | i | i | -2.1 | i
Clc1ccccc1/C=N/N1CCN(Cc2ccccc2)CC1 | i | i | 2.9 | i | i | i | i | i | i | 10.4 | i
Cc1nn(Cc2ccccc2)c(C)c1NC(=O)CCCn1nc([N+](=O)[O-])c(Cl)c1C | i | i | 1.2 | i | i | i | i | i | i | 12.9 | i
Nc1ccccc1SCC(=O)Nc1ccc2c(c1)OCCO2 | i | i | 0.2 | i | i | i | i | i | i | 3.7 | i
CCNC(=S)NNC(=O)c1cc(C)nc2ccccc12 | i | i | -0.2 | i | i | i | i | i | i | 0.7 | i
CCOc1ccc(CCNC(=O)c2cc(S(=O)(=O)N3CCOCC3)ccc2C)cc1OCC | i | i | -2.4 | i | i | i | i | i | i | -6.6 | i
CCn1c(-c2ccccc2SC)n[nH]c1=S | i | i | 6.1 | i | i | i | i | i | i | -0.7 | i
COc1ccccc1NC(=O)CSc1ccc(-c2ccc(-n3ccnc3)cc2)nn1 | i | i | 9.4 | i | i | i | -5.11* | i | i | -1.9 | i
C=CCNc1nc(C)c(CNc2c(C)cc(C)cc2C)nc1C#N | i | i | -4.5 | i | i | i | i | i | i | 4.9 | i
CC(=O)NCCNc1nc2c(-c3cccc(C)c3)nnn2c2ccccc12 | i | i | 2.5 | i | i | i | i | i | i | -5.3 | i
COc1ccccc1Nc1nc(NCc2ccco2)nc(N)c1[N+](=O)[O-] | i | i | -3.8 | i | i | i | i | i | i | 18.3 | i
CCS(=O)(=O)N1Cc2ccccc2CC1C(=O)Nc1ccc(F)c(F)c1F (centres undefined) | i | i | 3.9 | i | i | i | i | i | i | -4.0 | i
CC(C)N1CCC(NC(=O)NC2CCCCC2)CC1 | i | i | -2.7 | i | i | i | i | i | i | -7.8 | i
O=C(O)c1cc2cc(Cl)ccc2oc1=O | i | i | 3.8 | i | i | i | i | i | i | 1.1 | i
CC(=O)N=c1sc2nc3ccccc3nc2n1N(C(C)=O)C(C)=O | i | i | 8.6 | i | i | i | i | i | i | 5.0 | i
C=CCN(C(=O)CCC(=O)Nc1cc(C)on1)C(C(=O)NC1CCCC1)c1ccc(Cl)cc1 (centres undefined) | i | i | -2.3 | i | i | i | i | i | i | -1.7 | i
(continued)
SMILES | TRPC6 inh | TMEM16A inh | HDAC3 inhib | MrgX1 PAM | TRPC6 act | TMEM16A act | MrgX1 antagonist | RGS4 pot | MrgX1 ag | SKKanGAS inh | RGS4 inh
CN(Cc1cccs1)C(=O)CSc1nnnn1C | i | i | . | i | i | i | i | i | i | 6.3 | i
O=C(CCc1ccc(S(=O)(=O)NC2CCCCC2)cc1)Nc1ccccc1 | i | i | 14.7 | i | i | i | i | i | i | 2.5 | i
O=C(CSc1ccccc1)Nc1ccc(N2CCN(c3ccccc3)CC2)c(F)c1 | i | i | -5.8 | i | i | i | i | i | i | -0.8 | i
COC(=O)c1ccc(NC(=O)CCN2CCN(CCC(=O)Nc3ccc(C(=O)OC)cc3)CC2)cc1 | i | i | 5.4 | i | i | i | i | i | i | -0.2 | i
COc1ccc(CCNC(=O)C2CCCN2C(=O)Nc2ccccc2)cc1OC (centres undefined) | i | i | -1.7 | i | i | i | i | i | i | 1.0 | i
CCN(CC)S(=O)(=O)c1cc(C(=O)Nc2ccccc2C(=O)O)ccc1OC | i | i | -1.6 | i | i | i | i | i | i | 25.5 | i
Cc1ccc(OC(C)C(=O)N(Cc2cccs2)C2CCS(=O)(=O)C2)cc1C (centres undefined) | i | i | 10.4 | i | i | i | i | i | i | -2.5 | i
CC(O)c1ccc(OCCN(C)c2ccccn2)cc1 (centres undefined) | i | i | -4.3 | i | i | i | i | i | i | -1.5 | i
CCn1c(-c2ccccc2Cl)nn(CC(=O)Nc2ccc(OC)cc2)c1=S | i | i | -3.5 | i | i | i | i | i | i | -11.3 | i
O=C(NCC(c1cccs1)N1CCOCC1)c1cc([N+](=O)[O-])ccc1Cl (centres undefined) | i | i | -3.1 | i | i | i | i | i | i | 4.5 | i
Fc1cccc(Cl)c1CSc1ncn[nH]1 | i | i | 9.7 | i | i | i | i | i | i | -4.1 | i
CC(C)(C)NNC(=S)Nc1ccc(S(=O)(=O)N2CCOCC2)cc1 | i | i | -0.2 | i | i | i | i | i | i | -2.7 | i
CC1=CS(=O)(=O)CC1Sc1ncn[nH]1 (centres undefined) | i | i | 4.6 | i | i | i | i | i | i | -2.9 | i
O=C(N/N=C/C=C/c1ccco1)C(O)c1ccccc1 (centres undefined) | i | i | 8.6 | i | i | i | i | i | i | -13.9 | i
O=C(CCc1nc2ccccc2c(=O)[nH]1)N1CCN(S(=O)(=O)c2cccc([N+](=O)[O-])c2)CC1 | i | i | 3.3 | i | i | i | i | i | i | -1.3 | i
CN=C(N)NCCC[C@H](N)C(=O)O | . | i | 1.0 | i | . | i | i | . | i | . | .
Cc1nn(C)c2ncc(C(=O)c3cc(F)ccc3O)cc12 | i | i | 8.2 | i | i | i | i | i | i | -2.5 | i
C=CCNC(=O)[C@H]1N2C(=O)c3ccccc3C2SC1(C)C (some centres undefined) | i | i | -15.9 | i | i | i | i | i | i | 0.0 | i
COC(=O)c1ccc2nc(NC(=O)CSCC(=O)OCC(=O)c3ccccc3)sc2c1 | i | i | -0.2 | i | i | i | i | i | i | 4.6 | i
Cn1cc(S(=O)(=O)Nc2ccc(F)c(Cl)c2)c(=O)n(C)c1=O | i | i | 6.7 | i | i | i | i | i | i | -5.7 | i
C/C(N)=C(/C#N)C(=O)CSc1n[nH]c(-c2cccs2)n1 | i | i | -0.5 | i | i | i | i | i | i | -4.0 | i
CCOc1ccc(OCCCCNC(C)(C)C)cc1 | i | i | 11.3 | i | i | i | i | i | i | 4.1 | i
COc1ccccc1N1CCN(C(c2cc3ccc(C)cc3[nH]c2=O)c2nnnn2C2CCCC2)CC1 (centres undefined) | i | i | 4.9 | i | i | i | i | i | i | 8.8 | i
CC1=C(C(=O)Nc2cccc(C(=O)N3CCN(c4cccc(C(F)(F)F)c4)CC3)c2)SCCO1 | i | i | 2.8 | i | i | i | i | i | i | 16.2 | i
Cc1ccc(C(=O)NCCc2csc(C)n2)cc1 | i | i | 3.0 | i | i | i | i | i | i | -2.9 | i

Two compounds from above, limited to TMEM16A act.
molecule | TMEM16A act
C/C(N)=C(/C#N)C(=O)CSc1n[nH]c(-c2cccs2)n1 | i
CCOc1ccc(OCCCCNC(C)(C)C)cc1 | i

The results go on.
SMILES | TRPC6 inh | TMEM16A inh | HDAC3 inhib | MrgX1 PAM | TRPC6 act | TMEM16A act | MrgX1 antagonist | RGS4 pot | MrgX1 ag | SKKanGAS inh | RGS4 inh
COC(=O)c1ccc(NC(=S)N(Cc2cccnc2)Cc2ccco2)cc1 | i | i | 7.3 | i | i | i | i | i | i | 0.5 | i
CCOc1ccc(C(=O)Nc2ncn[nH]2)cc1 | i | i | -4.3 | i | i | i | i | i | i | -11.1 | i
Nc1nc(NCCO)nc(N2CCCCCC2)c1[N+](=O)[O-] | i | i | -5.0 | i | i | i | i | i | i | 0.3 | i
COc1cc2c(C(=O)NCc3ccccn3)cn(C)c(=O)c2cc1OC | i | i | -5.2 | i | i | i | i | i | i | -3.3 | i
O=C(CN1C(=O)CSC1=O)NC1CCCCC1 | i | i | 0.6 | i | i | i | i | i | i | -7.1 | i
CCc1cc(=O)oc2c3c(cc(OCC(=O)NCCCOC)c12)OC(C)(C)CC3 | i | i | -110.4 | i | i | i | i | i | i | -0.5 | i
CCN1CCN(Cc2nc(N)nc(Nc3ccc(C)c(C)c3)n2)CC1 | i | i | -0.4 | i | i | i | i | i | i | 0.3 | i
CC1CC(C)CN(C(=O)c2ccc(C(=O)c3ccccc3)cc2)C1 (centres undefined) | i | i | -6.9 | i | i | i | i | i | i | 4.0 | i
COc1ccccc1C(=O)Nc1ccc(-c2nnn(CC(=O)NCc3ccco3)n2)cc1 | i | i | 3.1 | i | i | i | i | i | i | 5.3 | i
N#Cc1cn(-c2ccccc2)nc1-c1ccco1 | i | i | 4.1 | i | i | i | i | i | i | 17.7 | i
CC1CCCN(S(=O)(=O)CCNC(=O)c2ccccc2)C1 (centres undefined) | i | i | 10.5 | i | i | i | i | i | i | -2.1 | i
NC1=NC(=O)/C(=C/c2ccc(Cl)cc2Cl)S1 | i | i | 1.8 | i | i | i | i | i | i | -8.9 | i
O=C(CN(C(=O)CCC(=O)Nc1ccccn1)c1ccc2c(c1)OCO2)NCc1ccco1 | i | i | 1.5 | i | i | i | i | i | i | 3.7 | i
Cc1cc(C)c(C(=O)N2CCC(N3CCC(C(=O)NC(C)C)CC3)CC2)o1 | i | i | -4.9 | i | i | i | i | i | i | 6.6 | i
COCCN(CC(=O)NC1CCCCC1)C(=O)/C=C/C(=O)c1ccc(OC)cc1O | i | . | . | . | i | i | . | i | . | -39.4 | i
CC(C)n1nnnc1SCC(=O)NCc1ccco1 | i | i | 1.5 | i | i | i | i | i | i | -2.5 | i
